# ERK AVP inh = qHTS Assay for Inhibitors of the ERK Signaling Pathway using a Homogeneous Screening Assay. Potency, µM (top dose mostly 57.5 µM), inactives show top-dose activity, negative = inhibition, actives largely listed as inhibitors. 0.99% of 72,000 active. HEK293-V1b, vasopressin-stimulated pERK AlphaScreen; note: potency is the fitted concentration of half-maximal effect; % is set by controls: 0 for no effect and ±100 for the full control effect; nearly all actives have a fitted effect of over 55% in size
#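 HEK293 cells stably expressing V1b receptor, seeded overnight in 1% FBS, were treated with compounds for 30 min at 37C, then stimulated 5 min with 25 nM vasopressin; phospho-ERK read by AlphaScreen SureFire after lysis.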
# Ub-GFP proteasome = Ubiquitin-GFP Assay | Ubiquitin-GFP reporter cells, proteasome inhibition, GFP fluorescence; response scale: untreated = 0%, 10 µM MG-132 = 100% | Potency, µM (doses to about 45.9 µM), without a hit: at the top dose activation (GFP accumulation), actives largely listed as activators | 67,000 tested, under 10 active | AID 526, 2006; active = well fitted activation curve with a large enough effect, not every such curve was filed as active; inconclusive = small, poorly fitted or top-dose-only effect, or another doubt; inactive = no such curve, though single readings can be large or run the other way; note: potency is the fitted concentration of half-maximal effect
#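 Reporter cells (U2OS, ubiquitin-G76V-GFP fusion) are plated overnight, then treated 4 hr at 37 °C with compound titrations from 46 uM down to 2.9 nM. Activity is scaled against untreated cells and 10 uM MG-132.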
# Pol III holo inh = qHTS Assay for Inhibitors of DNA Polymerase III Holoenzyme System. reconstituted DNA polymerase III holoenzyme replication, biochemical. 0.25% of 71,000 active. Potency, µM (doses to about 57.1 µM), for inactives: top-dose activity change, negative = inhibition. AID 603, 2007; note: potency is the fitted concentration of half-maximal effect; % is set by controls: 0 for no effect and ±100 for the full control effect
#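 Reconstituted *E. coli* holoenzyme (0.35 nM Pol III, 1 nM beta, 154 nM SSB, 2 nM primase) was preincubated with compound for 15 min at RT. Synthesis on 1.4 nM ssM13Gori ran 35 min, then was stopped with PicoGreen/EDTA and read as dsDNA fluorescence.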
# Hsp90 Hop PPI = qHTS Assay for Disrupters of an Hsp90 Co-Chaperone Interaction; AlphaScreen TPR2A-His6 binding biotin-Hsp90 C-terminal peptide; Potency, µM (series often up to 57 µM), for the others: at the highest dose activity change, negative = inhibition; 0.44% of 71,000 active; AID 595, 2007; active = well fitted curve in either direction with a large enough effect; inconclusive = small, poorly fitted or top-dose-only effect, or another doubt; note: potency is the fitted concentration of half-maximal effect; % is set by controls: 0 for no effect and ±100 for the full control effect; many of its hits are not listed in these tables
# CRE Fsk mod = Cell signaling CRE-BLA (Fsk stim) | CHO CRE-bla reporter (cAMP response element driving beta-lactamase), forskolin EC10, beta-lactamase ratio | Potency, µM (titrated, usually from 38.2 µM), inactives show top-dose activity change, negative = inhibition, most hits filed as activators | 2.5% of 71,000 active; active = well fitted activation curve with a large enough effect in the signal ratio, with a control signal flat, not every such curve was filed as active; inconclusive = small, poorly fitted or top-dose-only effect, or effect the other way, or a change in a side signal; the % refers to the signal ratio; note: potency is the fitted concentration of half-maximal effect; % of control where 0% means no effect
#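 AC50 values, positive or negative, reflect shifts in EC10 NKH 477-induced CRE-bla reporter activity in CHO cells. Incubation lasted 3 h at 37 °C before CCF4 substrate (2 h, room temperature) and ratiometric 460/530 nm reading.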
# GFP derepression = qHTS Assay for Epigenetic Modulators. Potency, µM (titrated, usually from 46.1 µM), without a hit: at the highest dose GFP derepression (activation). 0.09% of 68,000 active. mouse C127i GFP locus derepression, cytometry, 30 h; note: % of control where 0% means no effect
#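 Derepression screen: silenced CMV-GFP reporter in murine C127i cells, 30 h compound incubation at 37 C, washed cells imaged by laser-scanning cytometer to enumerate GFP-expressing objects of 20 to 120 um.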
# Luciferase inh = qHTS Assay for Inhibitors of Firefly Luciferase | 2.2% of 72,000 active | Luciferin 4-monooxygenase (Photinus pyralis), P08659 | Potency, µM (titrated, usually from 57.1 µM), for the others: top-dose activity change, negative = inhibition, actives largely listed as inhibitors | purified firefly luciferase, luminescence, 8 min; note: potency is the fitted concentration of half-maximal effect; % is set by controls: 0 for no effect and ±100 for the full control effect; nearly all actives have a fitted effect of over 40% in size
#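 Firefly luciferase (PKLight detection mix) with 10 uM ATP in pH 7.2 imidazole buffer (KCl, MgCl2, Tween 20, BSA). Compounds tested across a concentration series (qHTS). Luminescence read after 8 min at ambient temperature.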
# HADH2 inhib = qHTS Assay for Inhibitors of HADH2 (Hydroxyacyl-Coenzyme A Dehydrogenase, Type II) | 3.4% of 73,000 active | 3-hydroxyacyl-CoA dehydrogenase type-2 (Homo sapiens), Q99714 | Potency, µM (highest dose often 57.1 µM), without a hit: top-dose activity change, negative = inhibition, most hits filed as inhibitors | recombinant HADH2, NADH fluorescence, beta-hydroxybutyryl-CoA; note: potency is the fitted concentration of half-maximal effect; % is set by controls: 0 for no effect and ±100 for the full control effect; nearly all actives have a fitted effect of over 60% in size; many of its hits are not listed in these tables
# Target sequence (Q99714 whole entry, looked up, one chain of several): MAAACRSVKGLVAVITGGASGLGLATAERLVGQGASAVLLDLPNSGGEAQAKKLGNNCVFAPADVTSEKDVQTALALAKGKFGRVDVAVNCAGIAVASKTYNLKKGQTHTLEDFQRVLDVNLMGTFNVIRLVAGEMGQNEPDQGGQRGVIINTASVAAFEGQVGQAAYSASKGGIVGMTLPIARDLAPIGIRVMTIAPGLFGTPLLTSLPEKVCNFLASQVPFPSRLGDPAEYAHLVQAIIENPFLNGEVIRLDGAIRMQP
#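 Activity measured as NADH fluorescence gain (360/450 nm), taken as the change between first and last reads of a 4-min kinetic run. Conditions: pH 9.0 Tris buffer, 20 nM E. coli-expressed His-tagged enzyme, 1 mM NAD+, 90 uM beta-hydroxybutyryl-CoA; 15-min compound preincubation.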
# ALOX15 inhib = qHTS Assay for Inhibitors of 15-hLO (15-human lipoxygenase) | Polyunsaturated fatty acid lipoxygenase ALOX15 (Homo sapiens), P16050 | purified 15hLO-1, xylenol orange hydroperoxide absorbance | Potency, µM (doses to about 57.1 µM), inactives show top-dose activity change, negative = inhibition, hits mostly inhibitors | 1.4% of 74,000 active | AID 887, 2007; note: potency is the fitted concentration of half-maximal effect; % is set by controls: 0 for no effect and ±100 for the full control effect; nearly all actives have a fitted effect of over 55% in size
#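 Readout: Fe(III)-xylenol orange absorbance, 573-to-405 nm ratio as reaction progress. Enzyme 40 nM purified human 15hLO-1, substrate 50 uM arachidonic acid, 6 min RT after 15 min compound preincubation; Hepes pH 7.5 buffer with Triton X-100.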
# Tau filament bind = qHTS Assay for Tau Filament Binding; 2% of 71,000 active; recombinant tau filaments, thioflavin S fluorescence, 15 h; filaments grown with octadecylsulfate alongside compound; AID 596, 2007; Potency, µM (series often up to 57.1 µM), inactives show at the highest dose activity change, negative = inhibition;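 note: potency is the fitted concentration of half-maximal effect; % is set by controls: 0 for no effect and ±100 for the full control effect; actives lower thioflavin S fluorescence by blocking filaments or displacing dye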
# Target sequence (P10636 whole entry, looked up): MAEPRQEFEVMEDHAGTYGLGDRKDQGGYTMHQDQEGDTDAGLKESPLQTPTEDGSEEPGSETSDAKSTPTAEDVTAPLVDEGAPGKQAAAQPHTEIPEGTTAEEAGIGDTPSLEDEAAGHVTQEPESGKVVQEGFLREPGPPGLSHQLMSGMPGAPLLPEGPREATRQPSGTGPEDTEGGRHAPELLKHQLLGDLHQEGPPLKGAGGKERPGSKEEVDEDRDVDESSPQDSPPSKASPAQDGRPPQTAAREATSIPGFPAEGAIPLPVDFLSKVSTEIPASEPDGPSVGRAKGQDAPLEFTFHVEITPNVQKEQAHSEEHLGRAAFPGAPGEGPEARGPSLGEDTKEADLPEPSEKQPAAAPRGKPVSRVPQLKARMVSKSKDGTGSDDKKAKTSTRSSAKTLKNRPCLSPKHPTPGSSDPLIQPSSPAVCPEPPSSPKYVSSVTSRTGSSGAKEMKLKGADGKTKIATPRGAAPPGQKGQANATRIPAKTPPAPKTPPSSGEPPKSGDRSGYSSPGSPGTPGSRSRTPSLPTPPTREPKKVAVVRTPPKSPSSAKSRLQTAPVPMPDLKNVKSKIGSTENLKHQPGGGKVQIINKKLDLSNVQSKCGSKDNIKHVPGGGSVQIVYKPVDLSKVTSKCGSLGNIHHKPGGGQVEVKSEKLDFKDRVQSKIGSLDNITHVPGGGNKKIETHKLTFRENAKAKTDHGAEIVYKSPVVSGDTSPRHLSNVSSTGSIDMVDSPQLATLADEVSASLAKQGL
#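 His-tagged recombinant human tau (exons 2, 3, 10; 1 uM final) fibrillized with 30 uM sodium octadecylsulfate, 15 h at 37 C, in pH 7.4 HEPES buffer with 10 uM thioflavine S and 5 mM DTT. Reduced ThS fluorescence (450/510 nm) marks activity.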
# HBB splicing = qHTS Assay for Modulators of Hemoglobin Beta Chain Splicing | HBB splicing reporter cell assay, activation; EGFP reporter with mutant IVS2-654 intron; response scale: normalised to 500 nM splice-correcting PNA | Potency, µM (titrated, usually from 46.1 µM), for inactives: top-dose activation, hits mostly activators | 0.06% of 65,000 active; note: potency is the fitted concentration of half-maximal effect; 0% is about no effect
#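 Compounds were applied for 2 days to HeLa EGFP-654 cells, 500/well in Optimem with 2% FCS. The reporter's EGFP is disrupted by mis-splicing of beta-globin intron IVS2-654. Readout: summed well GFP fluorescence from 488 nm laser scanning; reference was 500 nM antisense […] 654 PNA.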
# Numbers without * were called inactive; u = inconclusive; x = not tested or not shown; [ ] = dose if it differs, or a comment. Unless noted, calls come from the whole dose curve; as a rule, active = well fitted curve in the direction sought with a large enough effect; inconclusive = small, poorly fitted or top-dose-only effect, or another doubt; inactive = no such curve, though single readings can be large; an effect the other way counts as inactive or inconclusive. These rows are one share of the data, so the mix of outcomes need not match the whole.
SMILES,ERK AVP inh,Ub-GFP proteasome,Pol III holo inh,Hsp90 Hop PPI,CRE Fsk mod,GFP derepression,Luciferase inh,HADH2 inhib,ALOX15 inhib,Tau filament bind,HBB splicing
O=C(CCn1[nH]c(=O)c2ccccc2c1=O)NCCO,-8%,4%,-4%,0%,4%,2%,4%,-7%,9%,16%,0.6%
CCOC(=O)Cc1csc(NC(=O)CSc2nnc(Cc3csc(N)n3)n2C)n1,-2%,-6%,-5%,u,-3%,0%,-2%,5%,19%,-5%,1.0%
Cc1c(CN(C)C)c2c(n1C)C(=O)c1ccc(Br)cc1-2,u,0%,-13%,-12%,3.2µM*,-1%,0%,7%,3%,2.5µM*,-0.1%
Cc1cccn2c(=O)c3cc(C(=O)N4CCc5ccccc5C4)n(C)c3nc12,22%,-17%,-4%,-2%,u,2%,2%,u,1%,12%,-4.0%
COc1ccccc1C1CC(=O)NC(C)=C1C(=O)OCC(C)C (centres undefined),8%,0%,-11%,-1%,2%,4%,5%,u,-27%,-6%,0.0%
N#Cc1cc2ccc(N3CCOCC3)cc2cc1C#N,-3%,13%,-2%,2%,u,18%,-1%,6%,8%,443%,-0.5%[9.22 µM]
CC(C)Sc1nnc(NC(=O)C2CC2)s1,x,10%,-10%,0%,4%,x,1%,-2%,-1%,-6%,0.1%
CCOC(=O)CSc1nnc(CNC(=O)c2ccc(OC)cc2)n1Cc1ccccc1,8%,-9%,0%,1%,1%,2%,0%,-1%,12%,-9%,-1.1%
CCCC(=O)NCCCc1nc2ccccc2[nH]1,x,-2%,-5%,-2%,-9%,x,2%,5%,-10%,15%,0.7%
CCn1c2ccccc2c2cc(/C=N/n3cnnc3)ccc21,-15%,-4%,-4%,3%,u,-1%,-5%,25µM*,-16%,165%,-0.3%[57.5 µM]
CCOc1cc(C2NC(=O)NC(C)=C2C(=O)OCc2ccccc2)ccc1O (centres undefined),-10%,-1%,-10%,-1%,u,0%,-1%,-3%,-10%,0%,x
Cc1nnc2sc(-c3cc4ccccc4o3)nn12,16%,x,-6%,-3%,u,-2%,-2%,-9%,6%,-9%,2.5%[0.369 µM]

# The last 2 compounds of the part above come first, to join the parts.
SMILES,ERK AVP inh,Ub-GFP proteasome,Pol III holo inh,Hsp90 Hop PPI,CRE Fsk mod,GFP derepression,Luciferase inh,HADH2 inhib,ALOX15 inhib,Tau filament bind,HBB splicing
CCOc1cc(C2NC(=O)NC(C)=C2C(=O)OCc2ccccc2)ccc1O (centres undefined),-10%,-1%,-10%,-1%,u,0%,-1%,-3%,-10%,0%,x
Cc1nnc2sc(-c3cc4ccccc4o3)nn12,16%,x,-6%,-3%,u,-2%,-2%,-9%,6%,-9%,2.5%[0.369 µM]
O=C(CSc1nnc(-c2cccs2)o1)OC1CCCCC1,6%,4%,-2%,u,3%,0%,-4%,-9%,2%,2%,x
O=C(CN1C(=O)CSC1=O)NCc1ccccc1,-11%,-4%,4%,-5%,-2%,-2%,-4%,-3%,2%,-4%,-1.1%
O=C(Nc1ccc(Cc2ccncc2)cc1)c1ccco1,-1%,-11%,-2%,3%,7%,-2%,-16%,-4%,13%,-13%,1.6%
CCOC(=O)c1cnc(-n2cc(C)cn2)nc1NCc1ccc2c(c1)OCO2,-15%,-3%,-3%,-6%,2.5µM*,3%,3%,-5%,82%[activator],45%,0.1%[57.5 µM]
CCOC(=O)c1cnn(-c2ncnc3sc(C)c(C)c23)c1N,-1%,-3%,-4%,0%,-4%,0%,1%,0%,8%,-3%,0.7%
CC1=CCC(C(=O)O)C(C(=O)O)C1 (centres undefined),-5%,-4%[9.17 µM],-8%[11.4 µM],-4%[11 µM],u,-2%,-2%,1%[11.4 µM],-2%[11.4 µM],7%[11.4 µM],-4.7%[0.0738 µM]
C=C(C)Cn1c(=O)c(NC(=O)c2ccccc2)c2n(c1=S)CCC2,-20%,-2%,-1%,-2%,-6%,-2%,8%,-8%,1%,-7%,0.2%[57.5 µM]
O=C(COC(=O)c1ccc2c(c1)OCCO2)NCCC1=CCCCC1,-4%,0%,-7%,-1%,-18%,-1%,2%,10%,-6%,2%,-1.6%
O=C(CN1CCN(c2ccc(Cl)cc2)CC1)Nc1cccc(F)c1,19%,2%,2%,-3%,28%,0%,3%,2%,-20%,-6%,-4.1%
COc1ccc(-c2nnc(SCc3cc(C)cc(C)c3)o2)cc1,59%[activator],8%,2%,u,24%,0%,2%,u,-7%,21%,-0.8%
N[C@H]1CCN(O)C1=O,5%,-1%,-4%,1%,-7%,0%,1%,-2%,-5%[25.6 µM],u,x
CCn1c(SCC(=O)N2CCN(c3ccccc3)CC2)nnc1-c1ccoc1C,12%,-2%,4%,-1%,-10%,0%,2%,6%,-5%,-5%,x
CCOC(=O)C1CCCN(CC(=O)NC2=Nc3ccccc3N=C(C)C2c2ccccc2)C1 (centres undefined),-10%,-12%,0%,-6%,-9%,-2%,0%,7%,2%,1%,0.0%
CC(=O)Nc1ccc2c(c1)/C(=C/c1ccc([N+](C)(C)C)cc1)c1ccccc1-2,11%[11.5 µM],4%[9.17 µM],-14%[11.4 µM],-5%[11 µM],6%[7.6 µM],-3%[9.22 µM],-1%[11.4 µM],-6%[11.4 µM],8%[11.4 µM],3.2µM*,1.4%[9.22 µM]
CCOC(=O)c1ccc(NC(=O)CSc2nnc(COc3ccccc3OC)n2C)cc1,-6%,0%,-4%,1%,3%,0%,-1%,14%,11%,52%,0.1%
CCOC(=O)C1CCN(c2ncnc3c2oc2ccccc23)CC1,6%,1%,-1%,0%,u,0%,-2%,-8%,-1%,14%,-0.1%[57.5 µM]
CC(C)c1cccc2c([Si](C)(C)C)c3c(nc12)-c1cccc(=O)n1C3,65%[activator],x,-2%,u,u,x,x,-181%,x,14%,-0.2%
COc1cc(NC(=O)C2CCCN2S(=O)(=O)c2ccc3c(c2)CCC(=O)N3)cc(OC)c1 (centres undefined),24%,-20%,-2%,u,8%,0%,-1%,4%,13%,4%,-0.2%
CCC(Sc1nc(=O)cc(N)n1CCc1ccccc1)C(=O)Nc1cc(C)on1 (centres undefined),-17%,9%,1%,-2%,-5%,0%,-3%,-1%,-7%,-4%,-0.2%
CN(C)c1nc(Oc2ccc(=O)n(C)n2)nc(N2CCOCC2)n1,4%,9%,4%,0%,33%,-2%,2%,6%,10%,0%,4.2%[1.84 µM]
O=C1Nc2ccc(S(=O)(=O)N3CCCC3C(=O)O)c3cccc1c23 (centres undefined),x,-6%,-10%,-6%,-12%,x,-1%,-3%,10%,11%,-0.1%
CCOC(=O)c1cnc(SC2CC(=O)N(c3ccc(OC)c(OC)c3)C2=O)nc1N (centres undefined),-30%,6%,-4%,-5%,u,0%,0%,-1%,6%,0%,-0.2%

# 3 structures out of the list, arranged by length of the SMILES, ascending.
SMILES,ERK AVP inh,Ub-GFP proteasome,Pol III holo inh,Hsp90 Hop PPI,CRE Fsk mod,GFP derepression,Luciferase inh,HADH2 inhib,ALOX15 inhib,Tau filament bind,HBB splicing
CC1=CCC(C(=O)O)C(C(=O)O)C1 (centres undefined),-5%,-4%[9.17 µM],-8%[11.4 µM],-4%[11 µM],u,-2%,-2%,1%[11.4 µM],-2%[11.4 µM],7%[11.4 µM],-4.7%[0.0738 µM]
O=C(CCn1[nH]c(=O)c2ccccc2c1=O)NCCO,-8%,4%,-4%,0%,4%,2%,4%,-7%,9%,16%,0.6%
CCn1c2ccccc2c2cc(/C=N/n3cnnc3)ccc21,-15%,-4%,-4%,3%,u,-1%,-5%,25µM*,-16%,165%,-0.3%[57.5 µM]

# Screens deposited in PubChem by National Center for Advancing Translational Sciences (NCATS).
